Growth percent in the NCI-60 one-dose screen (48 h, 10 µM unless noted): 100 = growth as untreated, 0 = no growth, -100 = all killed.
A498: A498 renal cancer cells; AID 1794774; actives 5.4% (n = 76,000)
ACHN: ACHN renal cancer | actives 4.9% (n = 81,000)
SF-539: SF-539 CNS cancer; actives 6.8% (n = 81,000)
RXF 393: RXF 393 renal cancer cells. actives 6.9% (n = 77,000). AID 1794773
SF-268: SF-268 CNS cancer cells; actives 3.1% (n = 82,000); AID 1794759
SNB-19: SNB-19 CNS cancer cells; AID 1794751; actives 2.5% (n = 81,000)
CAKI-1: CAKI-1 renal cancer; actives 4.7% (n = 75,000)
SNB-75: SNB-75 CNS cancer; actives 5% (n = 79,000)
Numbers without * were called inactive; x = not tested or not shown; [ ] = dose if it differs, or a comment. How the source made its calls: active means growth percent below 10; inactive means the rest. This is a random part of the collection; any-hit rate near 12%.

Order of results – A498	ACHN	SF-539	RXF 393	SF-268	SNB-19	CAKI-1	SNB-75
> CC(=O)Nc1nc(C)c(CCCOc2ccc([N+](=O)[O-])cc2)c(=O)[nH]1
    104	97	96	102	108	92	84	84
> ON1CCCC1
    97	109	108	107	106	103	93	83
> Cc1ccc(C2=NN(c3cc(Cl)cc(Cl)c3)C(c3cccc(Nc4ccnc5cc(C(F)(F)F)ccc45)c3)C2)cc1 (centres undefined)
    105	105	103	95	88	92	x	98
> N#CC1=C(N)Oc2c(ccc3ccccc23)C1c1ccccc1Cl (centres undefined)
    -10*	34	-13*	18	51	33	27	13
> COc1ccc(C2=NN(c3ccc(S(N)(=O)=O)cc3)C(c3cn(-c4ccccc4)nc3-c3ccc(C)cc3)C2)cc1OC (centres undefined)
    84	90	109	96	91	95	94	80
> C=CCOC(=O)Nc1cccn([C@H](CC(C)C)C(=O)NCCC(C)C)c1=O
    75	33	25	107	46	43	22	83
> O=C(Nc1cccc(C(F)(F)F)c1)c1cncc(C#Cc2cnc3ccc(N4CCOCC4)nn23)c1
    -88*	3.3*	-88*	x	-31*	-6.0*	6.2*	-40*
> CCOC(=O)c1cc(C(=O)c2cc(OC)cc(OC)c2)n2ccc(-c3ccncc3)cc12
    101	108	104	102	104	97	89	91
> FC(F)(F)c1ccc(-c2cnc(-c3ncon3)nc2NC2CCCCCC2)cc1
    94	21	101	92	84	76	81	93
> C#Cc1cccc(NC(=O)Nc2cccc(N=C=S)c2)c1
    85[8.25 µM]	103[8.25 µM]	102[8.25 µM]	x	95[8.25 µM]	97[8.25 µM]	95[8.25 µM]	89[8.25 µM]
> CCN1CC2=C(Nc3nc(SC)[nH]c(=O)c3C2c2ccc(Cl)cc2)/C(=C/c2ccc(Cl)cc2)C1 (centres undefined)
    73	78	96	79	68	89	70	69
> Nc1ncnc2c1ncn2C1OC2COP(O)(=S)OC3C(COP(=O)(S)OC2C1F)OC(n1ccc(=O)[nH]c1=O)C3F (centres undefined)
    101	x	99	115	100	105	x	112
> CC(=N/NC(=O)c1ccncc1)/C(C)=N/O
    101	106	101	100	98	103	x	101
> O=C(c1ccco1)N1CCN(C(=O)c2ccco2)CC1
    96	102	103	97	105	101	82	77
> CC(=O)CC(=O)Nc1ccccc1
    64	113	97	99	103	108	104	93
> Cc1cccc(C)c1OCCN(C)C
    53	106	104	101	100	102	98	94
> CCCCCCCCCCCCNC(=O)N1C(=O)CCC1C(=O)NCc1ccc(Cl)cc1Cl (centres undefined)
    62	91	92	95	89	99	71	88
> COc1ccc(OC)c(-c2cc(-c3ccc(Cl)cc3)c3c(N)c(C(C)=O)sc3n2)c1
    71	86	79	108	87	98	80	66
> COc1cc(CNC(=O)/C=C/C=C/c2ccc3c(c2)OCO3)ccc1O
    91	100	90	106	90	91	82	62
> COc1cc(C(=O)Nc2ccc(S(=O)(=O)Nc3nc(C)cc(C)n3)cc2)cc(OC)c1OC
    98	94	92	101	108	91	83	93
> c1ccc(Oc2ccc(Nc3ncnc4onc(-c5ccccc5)c34)cc2)cc1
    86	109	99	109	106	108	97	111
> O=C1NN(c2ccccc2)C(=O)/C1=C\c1ccccc1
    104	102	104	106	107	98	96	97
> CS(=O)(=O)c1nsc(N)n1
    97	107	102	108	100	98	103	93
> Cc1ccc(CN2CC3(Cc4c(C(C)(C)C)nn(-c5ccccc5)c42)C(=O)CC(C)(C)CC3=O)cc1
    88	90	x	93	87	90	x	117
> CC1(C)CC[C@]2(C(=O)O)CC[C@]3(C)C(=CCC4[C@@]5(C)C[C@@H](O)[C@@H]6OC(c7ccccc7[N+](=O)[O-])OC[C@@]6(C)C5CC[C@]43C)C2C1 (some centres undefined)
    x	24	78	89	64	66	58	94
> COc1cc2ccccc2cc1C(=O)NC(=S)Nc1ccc(-c2nc3ccccc3o2)cc1
    x	103	77	102	86	96	93	73
> COc1ccc(/C=C/C=C(C(=O)O)C(=O)O)cc1
    93	112	101	128	108	100	x	96
> COc1ccc2[nH]c(=O)c(/C=C/C(=O)c3ccc(Nc4nccc(-c5ccc(Cl)cc5)n4)cc3)cc2c1
    98	98	107	96	96	95	99	88
> Cc1ccc(C(=O)Cc2ccccc2)cc1
    99	109	98	124	107	98	115	105
> Cn1cc(-c2nc(N)nnc2-c2ccccn2)c2cc(F)ccc21
    120	101	87	106	89	x	82	73
> CCOC(=O)c1sc(/N=C2\NC(=O)/C(=C3/C(=O)N(C)c4ccccc43)S2)nc1C
    116	109	110	114	103	109	x	96
> CCN(CC)CCSc1ncnc2c1cnn2-c1ccc(S(N)(=O)=O)cc1
    92	92	94	34	105	107	7.7*	108
> CCN(CC)c1ccc(N2C(=O)/C(=C/c3cn(-c4ccccc4)nc3-c3ccc(Cl)cc3)SC2c2ccc(N(C)C)cc2)cc1 (centres undefined)
    118	109	102	117	132	100	92	125
> O=[N+]([O-])c1ccccc1SCl
    71	99	106	116	99	110	93	91
> CC(C)=C(c1ccccc1)c1ccccc1
    93	110	105	108	106	113	104	103
> Cc1ccc(Cc2cnc(NC(=O)/C=C/c3ccc(Cl)c(Cl)c3)s2)cc1
    90	101	97	104	100	102	85	84
> Cc1ccc(S(=O)(=O)Nc2ccc(-c3cnc(N)[nH]3)cc2)cc1
    96	94	80	101	97	93	85	95
> CC(=O)Cc1nsc(NC(=O)c2ccoc2COc2ccc(C)cc2)n1
    105	107	100	104	99	102	91	74
> Cc1c(Cl)ccc2c1N1OC(C2)C[C@H]1/C=C/c1ccccc1 (some centres undefined)
    97	101	106	116	106	99	88	87
> O=C1Nc2ccc(Cl)cc2/C1=C/c1ccc(OCC(=O)c2ccc(Br)cc2)cc1
    107	88	102	114	94	90	76	76
> C#CCOc1ccc(C(Nc2ccc(Cl)cc2)c2nnnn2C2CCCCC2)cc1 (centres undefined)
    x	96	99	87	80	89	50	87
> CSc1ccc2c(c1)N(C(=O)/C(C#N)=C/c1ccc(C#N)cc1)c1ccccc1S2
    77	106	101	98	98	85	96	91
> Cc1cccnc1N
    96	105	106	101	107	99	96	79
> NC1=NC(=O)/C(=C/c2ccccc2)S1
    116	109	113	112	114	99	106	92
> COc1ccc(/C=C2/SC(N3CCN(c4ccc(C)c(Cl)c4)CC3)=NC2=O)cc1OC
    78	104	98	109	101	94	76	x
> O=C(CNc1nc2ccccc2s1)Nc1ccc(-c2nc3ccccc3s2)cc1
    94	107	107	112	92	100	100	99
> CNC(=O)c1c(NC(=O)c2ccc(C(C)(C)C)cc2)sc2c1CCC(=O)C2
    13	-46*	-52*	-11*	14	18	-14*	-28*
> CC(C)(C)CC(C)(C)c1ccc(OCCSC(=N)N)cc1
    60	69	-6.6*	61	55	87	71	78
> O=[N+]([O-])c1ccc(CS(=O)c2ccccc2)cc1 (centres undefined)
    103	112	98	103	107	98	93	101
> Cc1cc(O)ccc1N(C)C
    89	108	102	113	97	96	106	91

Other structures follow:
Order of results – A498	ACHN	SF-539	RXF 393	SF-268	SNB-19	CAKI-1	SNB-75
> O=C(Nc1nc2ccc(OC(F)(F)F)cc2s1)Nc1c(F)cccc1F
    77	97	110	116	89	94	82	112
> O=C1COCCN1c1ccc(NCc2cn(Cc3ccc(F)cc3)c3ccccc23)cc1
    -92*	62	92	-3.1*	96	92	-38*	65
> CCOc1cc2c(cc1OCC)C(c1cc(OC)c(O)c(OC)c1)NCC2 (centres undefined)
    96	101	94	96	101	96	92	84
> CC(/C=N/Nc1ccc([N+](=O)[O-])cn1)=C\c1ccccc1
    x	93	101	109	111	101	111	112
> COc1ccc(-c2ncnc3c2ncn3CC#CCCl)cc1
    56	53	92	30	63	72	62	94
> COc1ccc(N=Nc2ccc(OC)cc2)cc1
    78	85	86	91	94	97	79	95
> CCCS(=O)(=O)Nc1ccc(C(=O)/C=C2/C(=O)Nc3ccccc32)cc1
    100	69	91	72	94	97	68	75
> O=C(CN1CCN(c2cc3c(cc2F)c(=O)c(C(=O)N/N=C/c2ccc(Cl)cc2)cn3C2CC2)CC1)N/N=C\c1ccc(Cl)cc1
    96	94	93	94	81	93	90	x
> CCOC(=O)c1cc(C)[nH]c1C
    100	108	105	112	103	102	104	98
> CCCCn1c(SCC(=O)Nc2ccc(S(=O)(=O)Nc3ccc(Cl)nn3)cc2)nc2ccccc2c1=O
    100	98	96	112	98	92	82	77

The list goes on (3 carried over from the part before).
Order of results – A498	ACHN	SF-539	RXF 393	SF-268	SNB-19	CAKI-1	SNB-75
> O=C(CN1CCN(c2cc3c(cc2F)c(=O)c(C(=O)N/N=C/c2ccc(Cl)cc2)cn3C2CC2)CC1)N/N=C\c1ccc(Cl)cc1
    96	94	93	94	81	93	90	x
> CCOC(=O)c1cc(C)[nH]c1C
    100	108	105	112	103	102	104	98
> CCCCn1c(SCC(=O)Nc2ccc(S(=O)(=O)Nc3ccc(Cl)nn3)cc2)nc2ccccc2c1=O
    100	98	96	112	98	92	82	77
> COc1ccc(C(=O)/C=C/c2ccc(OCc3ccc(C)cc3)c(OC)c2)cc1OC
    x	76	72	103	72	70	61	72
> COc1ccccc1N=Nc1c(S(=O)(=O)O)cc2cc(S(=O)(=O)O)cc(NC(C)=O)c2c1O
    103	108	110	104	101	98	x	100
> Cc1c(C(=O)OCCCCOC(=O)c2c(C)n(C)c3scc[n+]23)[n+]2ccsc2n1C
    156	97	105	103	108	101	101	81
> CC1=NN(c2ccccc2)C(=O)/C1=C\c1ccccc1
    91	100	94	104	94	100	98	93
> COc1ccc(C2C3=C(COC3=O)N(CCO)c3cc(OC)c(OC)cc32)cc1OC (centres undefined)
    117	101	108	119	104	99	98	93
> CCOC(=O)CCCCN(C)CCCCC(=O)OCC
    95	97	104	108	105	96	97	90
> CC1(C)SC(C)(C)N(C=O)C1C(=O)O (centres undefined)
    99	112	108	112	100	102	101	88
> COc1ccc(-c2cc(-c3ccc(NC(=O)CSc4nc5ccccc5c(=O)n4-c4ccccc4)cc3)nc(N)c2C#N)cc1
    92	100	100	106	98	95	95	87
> CS(=O)(=O)c1ccc(NN2C(=O)CSC2c2ccc(F)cc2)cc1 (centres undefined)
    60	100	95	106	97	99	90	105
> CC(=O)/C=C/c1cccc2c1C(=O)NC(C)(c1cc3cc(Br)ccc3oc1=O)N2 (centres undefined)
    104	23	19	-13*	56	52	21	x

Retrieved by structure from the list above, 7 records:
Order of results – A498	ACHN	SF-539	RXF 393	SF-268	SNB-19	CAKI-1	SNB-75
> c1ccc(Oc2ccc(Nc3ncnc4onc(-c5ccccc5)c34)cc2)cc1
    86	109	99	109	106	108	97	111
> COc1ccc(N=Nc2ccc(OC)cc2)cc1
    78	85	86	91	94	97	79	95
> O=[N+]([O-])c1ccccc1SCl
    71	99	106	116	99	110	93	91
> CCCCCCCCCCCCNC(=O)N1C(=O)CCC1C(=O)NCc1ccc(Cl)cc1Cl (centres undefined)
    62	91	92	95	89	99	71	88
> O=C(CN1CCN(c2cc3c(cc2F)c(=O)c(C(=O)N/N=C/c2ccc(Cl)cc2)cn3C2CC2)CC1)N/N=C\c1ccc(Cl)cc1
    96	94	93	94	81	93	90	x
> COc1ccc(-c2cc(-c3ccc(NC(=O)CSc4nc5ccccc5c(=O)n4-c4ccccc4)cc3)nc(N)c2C#N)cc1
    92	100	100	106	98	95	95	87
> COc1cc2ccccc2cc1C(=O)NC(=S)Nc1ccc(-c2nc3ccccc3o2)cc1
    x	103	77	102	86	96	93	73

Next section.
Order of results – A498	ACHN	SF-539	RXF 393	SF-268	SNB-19	CAKI-1	SNB-75
> CS/C(Nc1ccccc1)=C(\C#N)C(=O)c1ccccc1
    95	91	x	102	111	106	88	100
> OC(COc1ccccc1Cl)CN1CCN(c2ccccc2)CC1 (centres undefined)
    98	105	86	116	98	106	100	104
> Cc1oc2nc[nH]c(=O)c2c1C(=O)/C=C/c1ccc(N(C)C)cc1
    95	104	95	100	97	96	96	101
> COc1ccc(-c2nnc(COc3ccc(NC(=O)c4ccc(Cl)c(Cl)c4)cc3F)o2)cc1
    75	83	81	76	83	81	99	76
> O=C(O)C1CCC(c2ccccc2)=N1 (centres undefined)
    105	105	98	104	99	111	101	104
> CC(=O)Nc1nc(O)c(C=N)s1
    x	104	110	116	103	99	99	110
> COC(=O)c1cc(O)c(=O)c2c(O)c(O)c(OC)cc2c1
    60	94	87	99	94	90	79	76
> CC(=O)[C@@H]1CC[C@]2(CO)CC[C@]3(C)[C@H](CC[C@@H]4[C@@]5(C)CCCNC(C)(C)[C@@H]5CC[C@]43C)[C@@H]12
    95	107	105	104	91	99	97	86
> CCCCCCCCCCOCCS
    95	106	107	122	104	107	86	98
> COC(=O)[C@H](NC(=O)C1(C)CCC[C@]2(C)[C@H]3C[C@H]4C(C(C)C)=C[C@]3(CC[C@@H]12)[C@@H]1C(=O)OC(=O)[C@@H]14)C(C)C (some centres undefined)
    101	102	95	101	105	93	93	92
> O=Cc1ccc(-n2cc(Cc3cc(Cc4cn(-c5ccc(C=O)cc5)nn4)c(Cc4cn(-c5ccc(C=O)cc5)nn4)cc3Cc3cn(-c4ccc(C=O)cc4)nn3)nn2)cc1
    104	105	100	118	98	106	100	95
> COc1ccc2cc(C(C)c3nnc(NC4CCCCC4)s3)ccc2c1 (centres undefined)
    100	110	96	61	92	98	104	94
> COc1ccc(-c2nc(NCC(=O)c3ccc(Cl)c(Cl)c3)[nH]c(=O)c2C#N)cc1
    121	95	85	121	95	105	91	87
> O=C(Cn1cc(CNC(=O)c2ccc3ccc4ccc(C(=O)NCc5cn(CC(=O)c6ccc(Br)cc6)nn5)nc4c3n2)nn1)c1ccc(Br)cc1
    120	100	101	126	106	109	96	103
> O=C(/C=C/c1ccccc1)Nc1ncc(Cc2ccccc2Cl)s1
    -7.0*	33	-16*	-7.2*	72	30	26	16
> O=S(Cc1ccc(Cl)cc1)c1ccccc1 (centres undefined)
    93	106	88	97	98	107	118	90
> CCCC(=O)OP(=O)(O)OC(=O)CCC
    100	96	102	99	103	104	92	89
> Cn1nc(Nc2ccccc2)c(C(=O)NN)c1N
    97	97	96	109	103	101	94	82

Screening data: PubChem, NCI
